ELG1 genotoxic: induces genotoxicity in HEK293T cells with luciferase-tagged ELG1. Potency, µM (doses to about 46 µM), for inactives: top-dose activity change, positive = activation, usual class: activators. HEK293T ELG1-luciferase reporter, luminescence, 16 h. actives 1.3% (n = 330,000); note: potency is the fitted concentration of half-maximal effect; % of control where 0% means no effect; nearly all actives have a fitted effect of over 60% in size
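Screening used a luciferase reporter fused to human ELG1 in HEK293T cells. Luminescence was read on a CCD plate imager after 16 hr exposure and 30 min ONE-Glo incubation.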
B2AR arrestin: beta2AR (human) beta-arrestin recruitment activity; P07550; beta-arrestin recruitment to beta2AR, cell-based reporter; Potency, µM (highest dose often 46.1 µM), for the others: at the highest dose activation, actives largely listed as activators; actives 0.02% (n = 330,000); AID 492947;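 note: potency is the fitted concentration of half-maximal effect; 0% = DMSO controls and full agonism = EC100 isoproterenol or metaproterenol; nearly all actives have a fitted effect of over 65% in size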
TRPV1 ag: human TRPV1 agonism; Q8NER1; TRPV1-expressing cells, Fluo-8 calcium influx, agonist mode; activation, % at 8.33 µM; AID 540275; actives 0.19% (n = 320,000); in the data active = activation above about 80%; inconclusive = between about 30% and that limit; note: 0% is about no effect
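TRPV1-expressing cells were cultured overnight at 35.5C and loaded with Fluo-8 calcium dye for 40 to 90 min at room temperature. After a 10 s baseline, compound was added and calcium influx was read kinetically for 3 min (ex 480/em 520 nm).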
p53 reactivator: restores transcriptional activity of mutant p53 | H1299 p53-A138V BP100-luciferase reporter, luminescence, 24 h | Potency, µM (series often up to 92.2 µM), for the others: at the highest dose activity change, positive = activation, most hits filed as activators | actives 0.063% (n = 320,000) | AID 504706; note: potency is the fitted concentration of half-maximal effect; % of control where 0% means no effect; nearly all actives have a fitted effect of over 45% in size
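p53-null H1299 cells stably carrying temperature-sensitive p53-A138V and a BP100-luciferase reporter were pinned with compounds (4-point, 1:5 series) and held 24 hrs at 37 deg C. Luminescence was read 10 min after detection reagent.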
uPA surface inh: cell surface uPA generation inhibition. cell surface uPA generation assay, qHTS. Potency, µM (titrated, usually from 38.3 µM), inactives show at the highest dose activity change, negative = inhibition, hits mostly inhibitors. actives 0.31% (n = 330,000). AID 540303; active = well fitted inhibition curve with a large enough effect; inconclusive = small, poorly fitted or top-dose-only effect; inactive = no such curve, though single readings can be large or run the other way; tested in mouse RAW 264.7 cells; note: potency is the fitted concentration of half-maximal effect; % is set by controls: 0 for no effect and ±100 for the full control effect; nearly all actives have a fitted effect of over 55% in size
BRCA1 expr up: activators of BRCA1 expression; MCF7-BRCA1-FFLuc reporter, luminescence, 48 h; response scale: scaled: vehicle 0%, 10 µM genistein 100%; actives 1.1% (n = 380,000); AID 624202; Potency, µM (highest dose often 46.1 µM), for inactives: top-dose activation, most hits filed as activators; note: potency is the fitted concentration of half-maximal effect; nearly all actives have a fitted effect of over 80% in size; some results filed as inactive show a strong effect at the top dose
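Reporter cells (MCF7, BRCA1 promoter-firefly luciferase) received library compounds across a concentration series for 48 h. End-point luminescence was measured and concentration-effect curves derived after normalization.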
Eya2 inh: inhibitors of human Eya2 phosphatase activity | Potency, µM (series often up to 76.9 µM), without a hit: at the top dose activity, negative = inhibition, actives largely listed as inhibitors | actives 0.006% (n = 330,000) | O00167 | AID 488837 | recombinant Eya2, OMFP fluorescence dephosphorylation (OMFP is methylfluorescein phosphate); note: potency is the fitted concentration of half-maximal effect; % is set by controls: 0 for no effect and ±100 for the full control effect
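Eya2 (0.2 uM) preincubated 10 min at ambient with compound, then OMFP substrate added at 50 uM; 10 min reaction in 50 mM HEPES pH 7.5, 50 mM NaCl, 5 uM MgCl2, 0.05% BSA, 1 mM DTT. Fluorescence read at Ex 485/Em 525 nm.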
S-ASM inh: inhibitors of human secretory acid sphingomyelinase. P17405. placental ASM, HMU-PC fluorogenic substrate, 60 min. Potency, µM (top dose mostly 57.5 µM), without a hit: at the top dose activity change, negative = inhibition, actives largely listed as inhibitors. actives 0.006% (n = 340,000). AID 504937; note: potency is the fitted concentration of half-maximal effect
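Human placenta-derived ASM preincubated with compound 10 min at room temperature, then reacted with 9 uM (final) fluorogenic HMU-PC substrate for 60 min at 37 C. Stop solution raises pH to 10; fluorescence read at Ex 386/Em 447 nm.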
PTAP TSG101 blk: blocks PTAP/TSG101 interaction to inhibit HIV-1 budding | Q99816 | Fluorescence polarization, FITC-PTAP peptide / Tsg101 binding | Potency, µM (series often up to 115 µM), for inactives: at the highest dose activity change, negative = inhibition, usual class: inhibitors | 340,000 tested, under 10 active | AID 493005; active = well fitted inhibition curve with a large enough effect in the main read-out, with a control signal flat, not every such curve was filed as active; inconclusive = small, poorly fitted or top-dose-only effect, or effect the other way, or a change in a side signal; inactive = no such curve, though single readings can be large or run the other way; note: potency is the fitted concentration of half-maximal effect; % of control where 0% means no effect
Target sequence (Q99816 whole entry, looked up): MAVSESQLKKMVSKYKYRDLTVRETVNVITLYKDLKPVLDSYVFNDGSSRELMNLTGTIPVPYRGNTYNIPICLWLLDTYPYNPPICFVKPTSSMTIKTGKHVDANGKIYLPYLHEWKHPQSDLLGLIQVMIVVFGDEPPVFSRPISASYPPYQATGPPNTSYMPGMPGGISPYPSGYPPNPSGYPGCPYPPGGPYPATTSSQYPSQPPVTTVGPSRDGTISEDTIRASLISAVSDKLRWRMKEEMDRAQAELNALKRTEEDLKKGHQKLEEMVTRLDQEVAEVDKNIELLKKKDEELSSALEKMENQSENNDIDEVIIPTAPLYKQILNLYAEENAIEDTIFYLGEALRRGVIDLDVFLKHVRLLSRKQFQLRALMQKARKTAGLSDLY
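Fluorescence anisotropy tracks displacement of a FITC-tagged PTAP peptide (50 nM) from the Tsg101 binding domain (10 uM), following a 20 min room-temperature incubation at pH 7.5.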
USP2a block: blocks human ubiquitin-specific protease USP2a | O75604 | USP2 core, Ub-CHOP2 coupled fluorogenic reporter, 485/531 | Potency, µM (titrated, usually from 38.3 µM), inactives show top-dose activity change, negative = inhibition, most hits filed as inhibitors | actives 0.01% (n = 330,000) | AID 463254;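 note: potency is the fitted concentration of half-maximal effect; plate controls were DMSO wells for no effect and full inhibition by NEM control for full effect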
Target sequence (O75604 whole entry, looked up): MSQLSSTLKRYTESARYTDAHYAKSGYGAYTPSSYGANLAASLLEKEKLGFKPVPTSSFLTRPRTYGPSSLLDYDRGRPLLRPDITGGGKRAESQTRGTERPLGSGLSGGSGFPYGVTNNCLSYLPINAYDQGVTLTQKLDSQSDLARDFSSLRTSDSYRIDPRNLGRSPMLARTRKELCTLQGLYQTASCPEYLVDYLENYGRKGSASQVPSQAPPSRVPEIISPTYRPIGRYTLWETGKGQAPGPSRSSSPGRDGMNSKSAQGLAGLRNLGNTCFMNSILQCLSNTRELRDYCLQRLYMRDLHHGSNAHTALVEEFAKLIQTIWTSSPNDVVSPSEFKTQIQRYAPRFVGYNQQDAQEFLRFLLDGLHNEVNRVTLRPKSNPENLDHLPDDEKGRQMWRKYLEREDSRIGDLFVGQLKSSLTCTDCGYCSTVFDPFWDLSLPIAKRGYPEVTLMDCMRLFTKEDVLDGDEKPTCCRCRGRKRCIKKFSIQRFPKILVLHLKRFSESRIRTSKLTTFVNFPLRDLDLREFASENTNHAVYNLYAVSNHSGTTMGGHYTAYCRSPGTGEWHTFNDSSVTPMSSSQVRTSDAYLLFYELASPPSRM
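Deubiquitinase activity read as fluorescence (485/531 nm) after Ub-CHOP2 cleavage activates the enterokinase reporter on its substrate; USP2 core 10nM, Ub-CHOP2 and substrate 25nM each, 30min compound preincubation then 60min RT; data normalized to NEM, curves fitted.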
a7 integrin act: activates integrin-mediated alleviation for muscular dystrophy; alpha7betagal myoblasts, beta-gal FDG fluorescence, 48 h; Potency, µM (series often up to 38.3 µM), for the others: at the top dose activation, actives largely listed as activators; actives 0.064% (n = 350,000); AID 624291;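 note: potency is the fitted concentration of half-maximal effect; 100% = response of the positive control SU9516; nearly all actives have a fitted effect of over 60% in size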
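alpha7betagal+/- myoblasts (passage 13, 250/well) treated 48 h at 37C with compounds at 1:260 dilution of DMSO stock. Lysed, then beta-galactosidase activity read as FDG fluorescence (ex 480/em 540) after 30 min, with pre-read for autofluorescence.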
* hit, by the source's call; ? = inconclusive; · = not tested or not shown; & = joins results of further samples; [ ] = dose if it differs, or a comment. Unless noted, calls come from the whole dose curve; as a rule, active = well fitted curve in the direction sought with a large enough effect; inconclusive = small, poorly fitted or top-dose-only effect, or another doubt; inactive = no such curve, though single readings can be large; an effect the other way counts as inactive or inconclusive. Rows are unselected, and some 2.6% of all compounds hit somewhere here.

SMILES | ELG1 genotoxic | B2AR arrestin | TRPV1 ag | p53 reactivator | uPA surface inh | BRCA1 expr up | Eya2 inh | S-ASM inh | PTAP TSG101 blk | USP2a block | a7 integrin act
CC(C)N(Cc1nccn1C)C(=O)c1cc(COc2ccc(F)cc2Cl)on1 | -4% | -0.9% | -7 | -8% | -1% | -13% | 6% | 0% | -2% | 2% | -17%
CC(C)OC(=O)c1ccc2nc3ccccc3nc2c1 | ? | 0.2% | -1 | ? | 2% | -46% | -3% | 1% | -1% | 0% | -1%
O=C(C1=C[C@H](c2ccc3c(c2)OCO3)C[C@H](OCCCCO)O1)N1CCOCC1 | -1% | -0.2% | 9 | -2% | -6% | 4% | 16% | 10% | -1% | 3% | -4%
Cc1[nH]c2ccccc2c1C(=O)COC(=O)c1nccnc1N | 5% | -0.2% | -1 | 4% | -1% | 0% | -2% | 100%[activator] | -1% | 5% | -12%
COc1ccc(NC(=O)CNC(=O)N2CC(=O)Nc3ccccc32)cc1OC | -1%[9.26 µM] | 0.2% | 1 | 5% | 6% | 3% | 9% | -9% | -4% | 1% | ?
CCN(Cc1ccccc1)C(=S)NC(=O)c1ccccc1Br | -5% | 0.3% | 11 | -6% | -3% | 0% | -1% | -3% | -4% | -1% | ?
CCOC(=O)CCCN1CC(O)=C(c2nc(-c3ccc(Cl)cc3)cs2)C1=N | 4% | -0.1% | -2 | 1% | -9% | -12% | 7% | -2% | 0% | 1% | -142%[inhibitor]
CSc1nc(N2CCN(c3ccccc3Cl)CC2)c2ccccc2n1 | -1% | -0.8% | ? | 4% | 6% | -36% | -8% | -6% | -4% | 3% | -18%
COc1ccc(OC)c(-c2cc(C(=O)NCc3ccco3)no2)c1 | 3% | -0.6% | ? | -27% | · | -38% | 8% | 0% | -5% | 0% | 22%
CCCCn1c(N)c(N(CC(C)C)C(=O)C2CCN(S(=O)(=O)c3ccc(Cl)cc3)CC2)c(=O)[nH]c1=O | -1% | 0.0% | 3 | 8% | 2% | 2% | 12% | 10% | -3% | -2% | ?
CN(C(=O)CS(=O)(=O)Cc1ccccc1Cl)c1ccccc1 | 2% | -0.1% | 0 | -3% | 0% | 26% | -2% | -2% | -2% | 2% | 8%
CCOc1ccc(NC(=O)C2CCCN(S(C)(=O)=O)C2)cc1 (configuration not stated) | 0% | -1.0% | 2 | · | -1% | -1% | -5% | 1% | -4% | 1% | 1%
CCCCn1c(N)c(N(CCOC)C(=O)C2CCN(C(=O)c3ccccc3C)CC2)c(=O)[nH]c1=O | -6% | -0.1% | -2 | 3% | 4% | -16% | 2% | 11% | -7% | 3% | 7%
COCCN(CCOC)C(=O)c1ccc(NS(=O)(=O)c2ccc3[nH]c(=O)[nH]c3c2)cc1 | 1% | -0.5% | -1 | 11% | 3% | -13% | 1% | -1% | -3% | 0% | 8%
O=C(C1CC(=O)N(c2ccc(F)cc2)C1)N1CCOCC1 (configuration not stated) | -2% | -0.4% | 1 | 0% | 5% | 20% | -1% | 2% | -6% | 0% | -1%
Cc1nc(NC(=O)COC(=O)c2ccc(CO)cc2)c(Cl)cc1Cl | -1% | -0.3% | · | -2% | 2% | -20% | -3% | 2% | -6% | 8% | 5%
COc1ccc(N2CCN(C(=O)c3ccc(-c4ccccc4)cc3)CC2)cc1 | 1% | -0.1% | 3 | 1% | ? | 7% | -39% | 3% | -1% | 4% | 21%
CC(C)N(C)Cc1nnnn1CC(=O)NCc1cc(F)cc(C(F)(F)F)c1 | 1% | -0.5% | 2 | · | 2% | 0% | 2% | 0% | 1% | -1% | -15%
Cc1cc(C)c(NC(=O)CSc2ccc3nnc(CCNC(=O)c4ccccc4)n3n2)c(C)c1 | -1% | -0.6% | 0 | -11% | -2% | -6% | -3% | -1% | -3% | 1% | -11%
COc1ccccc1N1CCN(/N=C/C=C/c2ccccc2[N+](=O)[O-])CC1 | -3% | 0.0% | 3 | 12% | -6% | 45% | -10% | -10% | 2% | 0% | -34%
COc1ccc(N2CCN(CC(O)COc3ccc(C)cc3C)CC2)cc1 (configuration not stated) | -4% | 0.3% | 10 | -2% | 1% | -26% | -14% | 3% | -5% | -9% | -10%
CC(C)N(CCC(=O)c1ccc2ccccc2c1)Cc1ccccc1 | -5% | -0.1% | 14 | -19% | 3.2µM* | -21%&-63% | 5%&16% | -10% | -1% | 3% | ·
COc1ccc(NC(=O)C2CCCN2S(=O)(=O)c2cccc3nsnc23)c(OC)c1 (configuration not stated) | -4% | -0.6% | 17 | -10% | 3% | -6% | -1% | 1% | -5% | 0% | ?
O=C(Nc1cc(F)cc(F)c1)c1ccc(NCCCN2CCCCCC2)c([N+](=O)[O-])c1 | 0% | -0.1% | 4 | 18% | -5% | -25% | -10% | -10% | 2% | 0% | -58%[inhibitor]
CCCc1nnc(N2C(=O)c3cccc4cccc(c34)C2=O)s1 | 15% | 0.3% | -3 | 2% | 6% | -54% | 2% | -2% | -1% | 2% | -16%
Cc1onc(-c2c(F)cccc2Cl)c1C(=O)NCc1ccc(F)cc1 | -2% | 0.1% | 1 | -2% | 13% | 3% | 7% | 2% | -5% | 4% | 7%
CCCCS(=O)CC(COc1ccc(Cl)cc1)OC(=O)c1ccccc1 (configuration not stated) | -6% | 0.0% | ? | -5% | 5% | 2% | 0% | -14% | -5% | -6% | -26%
CCNC(=S)N1CCC(C(=O)c2ccc(Cl)cc2)CC1 | -5% | -0.2% | 81* | -1% | -7% | 0% | -2% | 0% | -11% | 1% | -1%
CC(=O)NC(=S)Nc1ccc(S(=O)(=O)N(C)Cc2ccccc2)cc1 | -8% | -0.1% | 2 | -4% | 0% | 1% | 1% | -4% | 0% | -1% | -11%
O=C(CSc1nc2[nH]ncc2c(=O)[nH]1)Nc1ccccc1C(F)(F)F | -1% | -1.2% | -3 | 1% | 6% | 5% | 7% | 2% | 0% | 5% | 21%
O=C(O)CCn1ccnc1-c1ccccc1 | 3% | -0.1% | 0 | -3% | -1% | -13% | 15% | -2% | -2% | 0% | 3%
O=C(NCc1ccc2c(c1)OCO2)c1cccc(Cl)c1 | 3% | -0.2% | 2 | 5% | -8% | 22% | 5% | 8% | -3% | 2% | -28%
CC(=O)c1cccc(NC(=O)c2ccc(NS(C)(=O)=O)cc2)c1 | 1% | -0.2% | -2 | 3% | 2% | -13% | 1% | -1% | -3% | -4% | 13%
CCOC(=O)C1CCN(S(=O)(=O)c2cc(Br)cc3c2N(C(=O)C2CC2)CC3)CC1 | -5% | 0.1% | 11 | -11% | 3% | -2% | 15% | -5% | -8% | -1% | -9%
Cc1ccc(NCCC(=O)c2cccs2)cc1Cl | 21µM* | 0.1% | -1 | ? | -4% | -3% | -3% | -1% | -2% | -1% | -30%
CCOC(=O)c1sc(=NC(=O)c2cccs2)n(C)c1C | ? | -0.7% | 0 | -5% | -5% | -29% | -4% | 21% | -4% | 1% | -6%
Cc1ccc(O)c(NC(=O)c2cc([N+](=O)[O-])ccc2Cl)c1 | -15% | -0.2% | 7 | ? | · | -51% | -9% | 1% | 1% | 0% | 0%
CC1CCCCC1NC(=O)COC(=O)c1ccccc1NC(=O)c1ccco1 (configuration not stated) | 0% | 0.0% | 23 | 3% | 3% | -38% | -1% | 2% | -1% | 5% | 2%
COc1ccc(S(=O)(=O)N2CCOCC2)cc1NC(=O)CSc1n[nH]c(C(C)C)n1 | -4% | -0.1% | 6 | 0% | -1% | 0% | 13% | 9% | -1% | -4% | 15%
COC(=O)c1ccc(N2C(=O)CC(SCC(=O)Nc3ccc(OC)cc3)C2=O)cc1 (configuration not stated) | 0% | -1.2% | 13 | 14% | -13% | 1% | -9% | 2% | 0% | -1% | -1%
Cc1ccn2cc(-c3cccc(S(=O)(=O)N4CCCCC4)c3)nc2c1 | -5% | 0.2% | 20 | 0% | -6% | -7% | -23% | 0% | -1% | 5% | -7%
Cc1nn(-c2ccccn2)c2c1C(c1ccccn1)C1=C(CCCC1=O)N2 (configuration not stated) | -6% | -0.7% | 2 | -2% | · | · | 5% | · | · | 0% | ·
